Screens (PubChem)
TAG inh – inhibitors of triacylglycerol accumulation | actives 0.66% (n = 230,000) | AID 651582 | inhibition, % at 12.5 µM | H9c2 cells, Nile Red lipid (TAG) fluorescence; cells loaded with 200 µM oleic acid;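 active = pattern-corrected inhibition of lipid staining of at least 50% with the nuclear-stain viability signal not falling by more than 50%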;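 also: 0% = DMSO wells and 100% = triacsin C control wells; some results filed as inactive read as strong as hits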
TAG inh DAPI viability – also measured in TAG inh; calls as there; DAPI nuclei signal change (viability), lower = more cytotoxic, %;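 whole-well DAPI fluorescence read on a plate reader as a viability signal; minus 50 percent equals half of cells still viable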
An asterisk follows results filed as active. The list is partial. The share of hits here may be higher or lower than overall.

CC(C)CC1Nc2ncnc(N3CCCCC3)c2N(Cc2ccc(Br)cc2)C1=O (centres undefined)
  TAG inh: -18.3
  TAG inh DAPI viability: -4.1

Cc1c(C(=O)N2CCc3ccccc3C2)oc2ccc(Br)cc12
  TAG inh: 4.9
  TAG inh DAPI viability: -1.8

CCOC(=O)N1CCN(S(=O)(=O)c2ccc(C(=O)N(CCCN(C)C)c3nc4c(C)c(C)ccc4s3)cc2)CC1
  TAG inh: 8.7
  TAG inh DAPI viability: 11.3

O=C(NCc1cccc(Br)c1)C1CC2Cn3c(nc4ccccc43)C2N1Cc1ccccc1 (centres undefined)
  TAG inh: 17.3
  TAG inh DAPI viability: -5.8

Cc1noc(C)c1COC(=O)[C@H](C)NS(=O)(=O)c1ccc(Cl)c(Cl)c1
  TAG inh: -14.0
  TAG inh DAPI viability: 8.0

Cc1cc(O)c(/C=N/Nc2ccc(Cl)cc2)c(=O)o1
  TAG inh: 1.6
  TAG inh DAPI viability: -11.0

CCCOC(=O)c1ccc(NC(=O)c2cc(=O)[nH]c3ccccc23)cc1
  TAG inh: 13.3
  TAG inh DAPI viability: -7.4

CNC(=O)c1ccsc1NC(=O)c1ccc(Cl)s1
  TAG inh: -1.8
  TAG inh DAPI viability: -3.9

Cc1ccccc1C(=O)NC1CCN(CC(=O)NCc2ccc(F)cc2)CC1
  TAG inh: 5.1
  TAG inh DAPI viability: -6.6

COC(=O)c1ccccc1C(=O)N1CCCC(CCC(=O)NCc2ccc(F)c(F)c2)C1 (centres undefined)
  TAG inh: -7.6
  TAG inh DAPI viability: 3.9

CC(=O)N1CCc2cc(S(=O)(=O)NCCC(=O)NCCc3ccccc3)ccc21
  TAG inh: -33.7
  TAG inh DAPI viability: 6.6

CCCCN(C)C1=CC2=CC(=C(C#N)C#N)CCC2CC1 (centres undefined)
  TAG inh: -232.6
  TAG inh DAPI viability: 6.3

CC[C@]1(C(=O)OC)[C@H]2C(=O)N(C)C(=O)[C@H]2[C@H]2CN=C(SCc3ccc(C#N)cc3)N21
  TAG inh: -1.1
  TAG inh DAPI viability: 4.4

O=C1NCCCC1C(=O)N/N=C/c1ccc(Cl)cc1 (centres undefined)
  TAG inh: 3.3
  TAG inh DAPI viability: 6.8

COC(=O)c1ccccc1NC(=O)CN1C(=O)c2ccccc2C1=O
  TAG inh: 10.0
  TAG inh DAPI viability: 4.2

Cc1cccc(N2CCN(C(=O)c3cc(S(=O)(=O)N4CCOCC4)cn3C)CC2)c1C
  TAG inh: 3.3
  TAG inh DAPI viability: -3.7

c1ccc2c(CCNc3ncnc4nc[nH]c34)c[nH]c2c1
  TAG inh: -3.0
  TAG inh DAPI viability: 12.2

O=C(O)Cc1cn(Cc2cccc(Cl)c2)c2ccccc12
  TAG inh: 11.5
  TAG inh DAPI viability: -9.5

Cc1sc2nc(CSCC(=O)N(CCC#N)c3ccccc3F)[nH]c(=O)c2c1C
  TAG inh: 2.9
  TAG inh DAPI viability: -5.8

OC(c1ccccc1)c1nc(-c2ccccc2)cs1 (centres undefined)
  TAG inh: -14.7
  TAG inh DAPI viability: -0.3

Single records, as listed above:
c1ccc2c(CCNc3ncnc4nc[nH]c34)c[nH]c2c1 in the list: TAG inh = -3.0; TAG inh DAPI viability = 12.2
CC[C@]1(C(=O)OC)[C@H]2C(=O)N(C)C(=O)[C@H]2[C@H]2CN=C(SCc3ccc(C#N)cc3)N21 in the list: TAG inh = -1.1; TAG inh DAPI viability = 4.4
Cc1cccc(N2CCN(C(=O)c3cc(S(=O)(=O)N4CCOCC4)cn3C)CC2)c1C in the list: TAG inh = 3.3; TAG inh DAPI viability = -3.7

(next part)
Cc1cc(C)nc(NC(=NCCc2c[nH]c3ccccc23)NC(=O)C(C)(C)C)n1
  TAG inh: 13.5
  TAG inh DAPI viability: 4.0

Cc1cc(C)c(S(=O)(=O)/N=C2/C=C(SCC(=O)O)C(=O)c3ccccc32)cc1C
  TAG inh: -4.1
  TAG inh DAPI viability: -1.6

NC(c1csc(Nc2cc(Oc3ccccc3)ncn2)n1)C1CCCCC1 (centres undefined)
  TAG inh: 34.3
  TAG inh DAPI viability: -11.6

S=C1NC(c2ccccc2)=NCN1c1ccccc1
  TAG inh: 1.5
  TAG inh DAPI viability: 12.7

O=C(CCCN=C1NS(=O)(=O)c2ccccc21)OCC(=O)c1ccccc1
  TAG inh: 1.9
  TAG inh DAPI viability: 5.5

O=C(O)CN(c1ccc2c(c1)OCCO2)S(=O)(=O)c1ccccc1
  TAG inh: -17.8
  TAG inh DAPI viability: -0.1

O=C(NCCN1CCOCC1)c1cc(Sc2ccc(F)cc2F)nc2ccccc12
  TAG inh: 4.2
  TAG inh DAPI viability: 6.2

CC(C)Cc1nc2n[nH]c(N)c2c2c1CCC2
  TAG inh: -8.3
  TAG inh DAPI viability: -4.4

CN(CCCNS(=O)(=O)c1cccc2cccnc12)Cc1ccccc1
  TAG inh: 10.8
  TAG inh DAPI viability: -2.3

OCC1(CCOc2ccccc2)CCN(Cc2cccn2-c2ncccn2)CC1
  TAG inh: -11.6
  TAG inh DAPI viability: 16.8

COc1ccc(-c2c(C(F)(F)F)oc3c(CN4CCN(C)CC4)c(O)ccc3c2=O)cc1
  TAG inh: -8.6
  TAG inh DAPI viability: 15.4

C/C(=N\NC(=O)c1ccc(NS(=O)(=O)c2cccs2)cc1)c1ccc(O)cc1O
  TAG inh: 0.7
  TAG inh DAPI viability: -12.1

Cc1cc(C)cc(CC2CC(=O)N(c3nc(C)cc(C)n3)C2=O)c1 (centres undefined)
  TAG inh: 6.4
  TAG inh DAPI viability: 1.3

COC(=O)c1ccc(CNC(=O)COC(=O)/C=C/c2cc(OC)c(OC)c(OC)c2)cc1
  TAG inh: 10.6
  TAG inh DAPI viability: -7.8

CC(=O)NC(c1ccco1)c1cc(Cl)c2cccnc2c1O (centres undefined)
  TAG inh: 0.1
  TAG inh DAPI viability: -3.3

C/C(NCCCn1ccnc1)=C(\C#N)C(N)=O
  TAG inh: -1.9
  TAG inh DAPI viability: 8.4

CC(C)(C)OC(=O)NCC(=O)Oc1cc2oc(=O)cc(-c3ccccc3)c2cc1Cl
  TAG inh: 17.4
  TAG inh DAPI viability: 12.3

CCN(CC)CC(O)COc1ccc2c(c1)c(C(C)=O)c(C)n2-c1ccccc1 (centres undefined)
  TAG inh: -2.9
  TAG inh DAPI viability: 18.6

O=C(CNC(=O)c1ccco1)NCC(=O)OCc1c(F)cccc1Cl
  TAG inh: -3.7
  TAG inh DAPI viability: -3.4

O=C(O)c1cc2n(n1)C(C(F)(F)F)CC(C1CC1)N2 (centres undefined)
  TAG inh: -9.3
  TAG inh DAPI viability: 16.7

CC[C@@H]1C(=O)[C@H](Cc2ccccc2)[C@H]2CCCC(=O)N3CC[C@@H]1[C@@H]23
  TAG inh: -14.2
  TAG inh DAPI viability: 10.4

OCCN1CCN(c2ncnc3c2ncn3[C@H]2CN(Cc3ccco3)C[C@@H](CO)O2)CC1
  TAG inh: 10.1
  TAG inh DAPI viability: -0.7

CC(=O)NC(C)(c1ccccc1)c1nc(-c2cc(F)cc(F)c2)cs1 (centres undefined)
  TAG inh: -12.0
  TAG inh DAPI viability: 4.1

C[C@H](O)[C@@H]1C(=O)N2CCc3ccc(-c4ccccc4)cc3[C@@H]2C[C@@H]1N(C)C(=O)c1ccc(C#N)cc1
  TAG inh: 4.0
  TAG inh DAPI viability: -4.1

O=C(O)c1ccc(N/N=C/c2ccc(F)c(F)c2)cc1
  TAG inh: 4.5
  TAG inh DAPI viability: 0.1

CCCC[n+]1ccn(C2=C([O-])c3ccccc3C(=O)/C2=N\S(=O)(=O)c2ccc(Cl)cc2)c1
  TAG inh: 14.7
  TAG inh DAPI viability: -15.1

Cc1cc(C)cc(OCC(=O)O/N=C(\N)Cc2ccc([N+](=O)[O-])cc2)c1
  TAG inh: -16.0
  TAG inh DAPI viability: 4.1

CCOc1ccc(NC(=O)CSc2nnc(C)n2CC2CCCO2)cc1 (centres undefined)
  TAG inh: 14.2
  TAG inh DAPI viability: 14.2

CC(=O)Nc1ccc(-n2c(=O)c3ccccc3c3ccccc3c2=O)cc1
  TAG inh: -18.8
  TAG inh DAPI viability: 4.8

O=C(CN1CCS(=O)(=O)CC1)N/N=C/c1cccc(C(F)(F)F)c1
  TAG inh: 4.2
  TAG inh DAPI viability: 1.6

Rewritten as comma-separated lines: part of the list above
Structure,TAG inh,TAG inh DAPI viability
CC[C@@H]1C(=O)[C@H](Cc2ccccc2)[C@H]2CCCC(=O)N3CC[C@@H]1[C@@H]23,-14.2,10.4
OCCN1CCN(c2ncnc3c2ncn3[C@H]2CN(Cc3ccco3)C[C@@H](CO)O2)CC1,10.1,-0.7
CC(=O)NC(C)(c1ccccc1)c1nc(-c2cc(F)cc(F)c2)cs1 (centres undefined),-12.0,4.1
C[C@H](O)[C@@H]1C(=O)N2CCc3ccc(-c4ccccc4)cc3[C@@H]2C[C@@H]1N(C)C(=O)c1ccc(C#N)cc1,4.0,-4.1

The results go on:
CCCn1c(N)c(C(=O)CSc2nc(C)nc3sc(C)c(C)c23)c(=O)[nH]c1=O
  TAG inh: -4.8
  TAG inh DAPI viability: -0.2

Cc1ccccc1OCC(=O)Nc1cccc(Cl)c1C
  TAG inh: -19.6
  TAG inh DAPI viability: 4.1

CCN(CC)Cc1cc(C(=O)O)c(C)o1
  TAG inh: -4.4
  TAG inh DAPI viability: 3.8

CC(C)Cn1nc(NC(=O)c2cccs2)c2cc3ccccc3nc21
  TAG inh: -4.8
  TAG inh DAPI viability: 3.9

O=C(CSc1ccc(-c2cccnc2)nn1)Nc1ccc(Br)cc1
  TAG inh: 0.8
  TAG inh DAPI viability: -3.2

O=C(Nc1nccs1)c1cc(Cl)nc2ccccc12
  TAG inh: -19.4
  TAG inh DAPI viability: -10.1

O=C(CN(Cc1ccco1)C(=O)CNS(=O)(=O)c1ccc(Cl)cc1)NC1CCCCC1
  TAG inh: 0.3
  TAG inh DAPI viability: -2.1

COc1ccc(S(=O)(=O)N2CCOC2CNC(=O)C(=O)NCCN(C)C)cc1 (centres undefined)
  TAG inh: -4.7
  TAG inh DAPI viability: 15.4

COc1ccc(N2CCN(c3oc(Cc4ccccc4)nc3C#N)CC2)cc1
  TAG inh: -11.1
  TAG inh DAPI viability: 17.0

CNC(=S)N(Cc1ccc(OC)cc1)Cc1cc2ccc(C)cc2[nH]c1=O
  TAG inh: -8.7
  TAG inh DAPI viability: 5.7

CCCn1c(SCC(=O)c2c(N)n(C3CC3)c(=O)[nH]c2=O)nnc1-c1ccncc1
  TAG inh: -12.4
  TAG inh DAPI viability: 0.2

O=C(Nc1ccc(Cl)c(Cl)c1)OCCNC(=O)c1cccc(Cl)c1
  TAG inh: -6.7
  TAG inh DAPI viability: -0.4

CC(=O)c1sc(NC(=O)c2ccccc2C)nc1C
  TAG inh: 10.0
  TAG inh DAPI viability: -5.4

CC(C)(Oc1ccc(Cl)cc1)C(=O)NCc1ccc(S(N)(=O)=O)cc1
  TAG inh: 5.9
  TAG inh DAPI viability: 10.3

OCCN(Cc1ccccc1)Cc1nc(CC2CC2)no1
  TAG inh: -8.8
  TAG inh DAPI viability: 5.6

O=C(CCc1nnc(Cc2cccc(C(F)(F)F)c2)o1)NCC(F)(F)F
  TAG inh: 3.5
  TAG inh DAPI viability: -1.6

COc1ccc(CC(=O)Nc2ccc(F)c(S(=O)(=O)N3CCOCC3)c2)cc1
  TAG inh: -4.2
  TAG inh DAPI viability: 3.1
